Screens from PubChem BioAssay.
RAD54 branch = inhibitors of human RAD54 branch migration. Q92698. RAD54 Holliday junction branch migration, FAM/BHQ fluorescence. inhibition, % at 10.4 µM. hit rate 0.14% among 360,000. AID 602329;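 active = mean normalized replicate activity at least 40 and at least half of replicates scoring 40 or more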;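 also: 0% = median of neutral control wells and 100% = median of positive control wells; inhibitors cause a drop in the FAM fluorescence signal; in these data hits start at about 50%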
Target sequence (Q92698 whole entry, looked up): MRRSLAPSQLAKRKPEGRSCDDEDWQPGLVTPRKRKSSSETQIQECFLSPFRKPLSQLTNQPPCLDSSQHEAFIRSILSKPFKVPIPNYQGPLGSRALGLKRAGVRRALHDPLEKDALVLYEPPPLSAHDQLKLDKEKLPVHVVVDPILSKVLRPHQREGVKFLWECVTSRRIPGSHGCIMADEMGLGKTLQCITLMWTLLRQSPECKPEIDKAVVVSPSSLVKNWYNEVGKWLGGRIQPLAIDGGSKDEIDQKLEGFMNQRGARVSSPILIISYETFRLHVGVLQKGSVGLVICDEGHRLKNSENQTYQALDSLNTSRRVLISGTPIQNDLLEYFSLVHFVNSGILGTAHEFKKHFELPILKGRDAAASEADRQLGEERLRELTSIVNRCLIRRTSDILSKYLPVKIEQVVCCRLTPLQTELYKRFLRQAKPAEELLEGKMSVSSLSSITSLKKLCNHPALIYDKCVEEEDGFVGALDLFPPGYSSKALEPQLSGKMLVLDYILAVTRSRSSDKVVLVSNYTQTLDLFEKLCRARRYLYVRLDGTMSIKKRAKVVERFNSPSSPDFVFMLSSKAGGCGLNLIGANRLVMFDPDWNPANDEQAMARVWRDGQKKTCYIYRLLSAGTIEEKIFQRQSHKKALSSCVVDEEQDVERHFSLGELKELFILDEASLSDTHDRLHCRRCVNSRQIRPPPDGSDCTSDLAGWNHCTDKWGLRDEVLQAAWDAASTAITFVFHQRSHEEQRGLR
Starred values were filed as active, the others as inactive. This is a subset. The share of hits here may be higher or lower than overall.

no.	compound	RAD54 branch
1	Cc1ccc(C)c2[nH]c(=O)c(C(c3nnnn3Cc3ccccc3)N3CCc4ccccc4C3)cc12 (configuration not stated)	-14
2	Cc1nc2cc(C(F)(F)F)ccc2n1C1CCN(CC(=O)NC(C)(C)C)CC1	-2
3	CC1CCCC(C)N1C(=O)CN1CCN(c2nc(-c3ccc(F)cc3)cs2)CC1 (configuration not stated)	1
4	CCOC(=O)N1CCN(C(=O)C2CCN(S(=O)(=O)c3ccc(Br)s3)CC2)CC1	4
5	COc1ccccc1NS(=O)(=O)c1cc(Cl)ccc1OC	-1
6	O=C(Nc1cnc2ccccc2c1)N1CCOCC1	3
7	CN(C)c1cc(=O)n2c(n1)SCCC2	1
8	Cn1c(SCC(=O)Nc2ccccc2F)nnc1-c1cc2ccccc2o1	4
9	COc1ccccc1NC(=O)C1CCCN(c2cc(C)nc3ncnn23)C1 (configuration not stated)	6
10	CCN1CCN(C(c2cc(OC)ccc2OC)c2nnnn2Cc2ccccc2)CC1 (configuration not stated)	-4

Other results follow.
no.	compound	RAD54 branch
11	O=C(NCCOC(=O)c1ccc(C(=O)OCCNC(=O)c2ccccc2)o1)c1ccccc1	-4
12	Cc1sc2nc(C(C)Nc3ccccc3N3CCOCC3)[nH]c(=O)c2c1C (configuration not stated)	1
13	COn1c(SCc2cccnc2)nc2ccccc2c1=O	4
14	O=C1CC(c2ccc(F)cc2)Sc2ccccc2N1 (configuration not stated)	-4
15	O=C(NC12CC3CC(CC(C3)C1)C2)N1CCC(O)CC1	-3
16	COc1ccc(OC)c(C2C(C(=O)c3cc4ccccc4o3)=C(O)C(=O)N2c2cc(C)on2)c1 (configuration not stated)	-2
17	COc1cc(C(=O)COC(=O)CNC(=O)C2CCCCC2)cc(OC)c1OC	9
18	O=C(CCc1c[nH]c2ccccc12)NCc1ccc2c(c1)OCO2	-11
19	CCOC(=O)C(NC(=O)CC)(N1CCc2ccccc2C1)C(F)(F)F (configuration not stated)	0
20	COC(=O)C1=C(N)Oc2cc(C)[nH]c(=O)c2C1c1cccnc1 (configuration not stated)	1

Further results
no.	compound	RAD54 branch
21	COc1ccccc1C(=O)Nc1c(C)n(C)n(-c2ccccc2)c1=O	3
22	CC(C)(C)n1nnnc1C(c1ccc2ncccc2c1)N1CCSCC1 (configuration not stated)	14
23	COc1ccc(NC(=O)N2CCN(CCC#N)CC2)cc1	1
24	CCn1c(SCC(=O)Nc2cccc(C)n2)nnc1-c1ccco1	-16
25	CC(=C/c1ccccc1)/C=N/n1cnnc1	-10
26	CCN(CC)CCn1c(NCc2ccc(C)o2)nc2ccccc21	-4
27	CCOC(=O)c1c[nH]c2c(Cl)ccc(Cl)c2c1=O	-2
28	CO/N=C(\c1nonc1N)N1CCN(c2ccc([N+](=O)[O-])cc2Cl)CC1	0
29	Clc1ccc(-c2nnc3n2CCCC3)cc1	-7
30	CC(C)c1[nH]nc2c1C(c1cccs1)C(C#N)=C(N)O2 (configuration not stated)	-3

The last five compounds of the part above are carried over, then new ones follow.
no.	compound	RAD54 branch
26	CCN(CC)CCn1c(NCc2ccc(C)o2)nc2ccccc21	-4
27	CCOC(=O)c1c[nH]c2c(Cl)ccc(Cl)c2c1=O	-2
28	CO/N=C(\c1nonc1N)N1CCN(c2ccc([N+](=O)[O-])cc2Cl)CC1	0
29	Clc1ccc(-c2nnc3n2CCCC3)cc1	-7
30	CC(C)c1[nH]nc2c1C(c1cccs1)C(C#N)=C(N)O2 (configuration not stated)	-3
31	O=C(NCc1ccccc1)c1ccc2nc(-c3ccco3)c(-c3ccco3)nc2c1	-9
32	CSCCC(C(=O)N1C[C@]2(C)C[C@H]1CC(C)(C)C2)N1C(=O)c2ccccc2C1=O (some centres not stated)	-1
33	CCOC(=O)CSc1nnc([C@H](CC(C)C)NC(=O)OC(C)(C)C)o1	4
34	COC(=O)CSc1nnc2n1C(C)(C)Cc1ccccc1-2	2
35	CCCCNC(=O)Nc1ccc(Br)cn1	3
36	COCc1c(C(=O)N2CCN(c3ccc(C(F)(F)F)cn3)CC2)oc2ccccc12	10
37	O=C1Cc2cc(NS(=O)(=O)c3cc(F)ccc3F)cc3c2N1CCC3	3
38	COC(=O)c1[nH]c2ccc(Cl)cc2c1NC(=O)C1CC1	1
39	CC1=C(C(=O)OCCOC(C)C)C(c2cc3c(cc2Br)OCO3)CC(=O)N1 (configuration not stated)	-10
40	CCOC(=O)c1cnc2ccc(C)cc2c1NCCO	5

More results follow.
no.	compound	RAD54 branch
41	Nc1c(C(=O)NCCN2CCOCC2)c2nc3ccccc3nc2n1CCc1ccccc1	5
42	CC(C)c1nc2oc3c(=O)[nH]cnc3c2c2c1CCC2	-3
43	CCC(C)(C)NC(=O)c1ccc(S(=O)(=O)N(C)c2ccccc2OC)cc1	-2
44	COc1ccc(Cl)cc1NC(=O)CCN1CCN(C)CC1	-6
45	CCC(=O)N1CC23C=CC(CC2CC12CCCCC2)O3 (configuration not stated)	20
46	N#CC(c1cccc(Cl)c1)c1ncc(C(F)(F)F)cc1Cl (configuration not stated)	3
47	CN(Cc1cccs1)C(=O)COc1ccc(-c2nnco2)cc1	-6
48	Cn1cnnc1SCC(=O)c1ccc2c(c1)CCCC2	9
49	COc1ccc(CCn2nnnc2C(CC(C)C)N2CCC(C(N)=O)CC2)cc1OC (configuration not stated)	2
50	O=C(O)c1ccccc1Nc1ccc([N+](=O)[O-])c2nonc12	-17

More compounds.
no.	compound	RAD54 branch
51	COC(=O)Cc1c(C)nc2nc(NCc3ccc(Cl)cc3)[nH]n2c1=O	2
52	CN1CCN(CC(=O)Nc2ccc(Oc3ccccc3)cc2)CC1	9
53	COC(=O)c1[nH]c2cc(OC)ccc2c1NC(=O)CCN1CCSCC1	5
54	CCn1cc(C(=O)N2CCN(C3CCCCC3)CC2)c2cc(OC)c(OC)cc2c1=O	3
55	Cc1occc1C(=O)Nc1cccc(C(=O)O)c1	-6
56	Cc1cc(C#N)c(C)n1-c1cc(S(=O)(=O)N2CCOCC2)ccc1N1CCCC1	3
57	CCCc1ccc(-c2c(C)sc(N)c2C#N)cc1	-2
58	COC(=O)NCCOc1nc(N(C)C)nc(N(C)C)n1	2
59	CCCCn1c(SCC(=O)N2CCC(C)CC2)nc2ccsc2c1=O	-1
60	O=C(O)c1ccc(Cl)cc1NC(=O)C1CCCO1 (configuration not stated)	-6

(continued)
no.	compound	RAD54 branch
61	COc1cccc(OCCNc2cc(N3CCCCC3)ccc2[N+](=O)[O-])c1	1
62	COc1ccc(OC)c(NC(=O)CSc2nnc(Cn3nnc4ccccc43)n2C)c1	4
63	COc1cnc(-c2ccccn2)nc1Sc1cccc(Cl)c1	4
64	Cc1nn(C)c(Oc2cccc(Cl)c2)c1C(=O)O	-9
65	CCCCN1CC(C(=O)NC2CCCCC2)CC1=O (configuration not stated)	-9
66	O=c1oc2ccccc2cc1-c1nnc(-c2cccc(Br)c2)o1	16
67	O=C(O)c1ccccc1NC(=O)C1CCCO1 (configuration not stated)	-13
68	COc1cccc(C2C3CN(C)CC=C3C(C#N)=C(N)C2(C#N)C#N)c1OC (configuration not stated)	-36
69	C=CCN(C(=O)COc1ccccc1)c1nnc(-c2ccncc2)s1	2
70	CCn1nnnc1SCC(=O)Nc1cccc(C)n1	2

Exported field by field: 3 of the compounds above
[61] COc1cccc(OCCNc2cc(N3CCCCC3)ccc2[N+](=O)[O-])c1
  RAD54 branch: 1
[62] COc1ccc(OC)c(NC(=O)CSc2nnc(Cn3nnc4ccccc43)n2C)c1
  RAD54 branch: 4
[63] COc1cnc(-c2ccccn2)nc1Sc1cccc(Cl)c1
  RAD54 branch: 4

(listing goes on)
no.	compound	RAD54 branch
71	Cc1cc(C)cc(-n2nnnc2SCC(=O)N2CCOCC2)c1	3
72	COc1ccccc1-c1cc(C(F)(F)F)nc(S(=O)(=O)CCCC(=O)Nc2cc(C)on2)n1	9
73	COc1ccc(Cn2c(SC)nc3ccccc32)cc1[N+](=O)[O-]	-3
74	C/C(=N\OC(=O)c1ccc(Cl)cc1)c1nccs1	-14
75	Cc1ccc(O)c(-c2cc(-c3cccc(F)c3)n[nH]2)c1	1
76	Cc1c(NS(=O)(=O)c2ccc3c(c2)n(C)c(=O)n3C)c(=O)n(-c2ccccc2)n1C	-6
77	CN(C)S(=O)(=O)c1ccc(-c2ccccc2)cc1	-11
78	CCS(=O)(=O)N1CCCC(C(=O)NCc2ccccc2Cl)C1 (configuration not stated)	6
79	CCOC(=O)NC(NC(=O)OCC)C(=O)c1ccccc1	2
80	COc1ccccc1N1CCN(C(=O)Cn2nnc(-c3ccncc3)n2)CC1	6

(further entries)
no.	compound	RAD54 branch
81	COc1ccc2nc3oc(C(=O)N4CCC(C(N)=O)CC4)cc3cc2c1	10
82	Nc1ccc(C(=O)OCc2nc3ccccc3[nH]2)cc1	-7
83	COC(=O)c1[nH]c2cccc(C)c2c1NC(=O)CN1CCCc2ccccc21	-3
84	CCC(=O)N1CCN(c2ccc(NC(=O)c3cc4ccccc4o3)cc2)CC1	-14
85	CC1=C(C(=O)OCc2ccccc2)C(c2ccc(Cl)cc2Cl)NC(=O)N1CCCC(=O)O (configuration not stated)	-20
86	C/C(=N\NS(=O)(=O)c1cccc([N+](=O)[O-])c1)c1cc2ccccc2o1	12
87	CCOC(=O)c1cccc(NC(=O)CSc2nnc(-c3cccnc3)n2CC)c1	-2
88	CCCOC(=O)Cc1n[nH]c(=O)[nH]c1=O	-2
89	COc1cc2cc(C(=O)O)n(C)c2c(OC)c1OC	1
90	Cc1nc2ccc(Cc3ccc4nc(C)[nH]c4c3)cc2[nH]1	-7

The results go on.
no.	compound	RAD54 branch
91	CCOC(=O)N1CCN(S(=O)(=O)c2ccc(OCC)c(C)c2)CC1	-6
92	COc1cc(C(=S)N2CCCC2)ccc1O	3
93	COC(=O)CN1C(=O)CSc2ncccc21	8
94	Cc1ccc(-n2nnnc2SCC(=O)c2cc(C)n(-c3cc(C)on3)c2C)cc1	6
95	Cn1c(=O)cc(OCCCC(=O)N2CCN(Cc3ccc4c(c3)OCO4)CC2)c2ccccc21	0
96	COc1ccc(NC(=O)Cn2c(=O)n(CC(=O)NCc3ccco3)c(=O)c3ccccc32)cc1OC	4
97	Cc1ccc2nsnc2c1S(=O)(=O)N(Cc1ccco1)Cc1cc2ccc(C)c(C)c2[nH]c1=O	-2
98	COc1ccc(S(=O)(=O)N(Cc2cc3cc(C)ccc3[nH]c2=O)CC2CCCO2)cc1 (configuration not stated)	-12
99	Cc1ccc(Cn2nnc3c(=O)[nH]c(C(=O)NCc4ccco4)nc32)cc1	8
100	Cc1ccccc1Oc1cccc(C(=O)/C(C#N)=C/N(C)C)c1	-8

Carrying on:
no.	compound	RAD54 branch
101	O=c1oc2ccccc2c2c1SC(C(F)(F)F)C2 (configuration not stated)	4
102	O=S(=O)(c1ccccc1)c1nc(-c2ccco2)oc1NCc1ccccc1	2
103	COc1ccccc1/C=N/n1cnnc1	1
104	CCCc1cc(=O)[nH]c(SCC(=O)Nc2cc3c(cc2C(C)=O)OCO3)n1	6
105	CCCCCNC(=O)C(C#N)c1nc2ccccc2nc1N1CCCC1 (configuration not stated)	-4
106	Cc1cc(NC(=O)CCC(=O)N(CCC(C)C)CC(=O)NCC2CCCO2)no1 (configuration not stated)	-2
107	CCc1nc(SCC(=O)N2CCc3cc(OC)c(OC)cc3C2)c(C#N)cc1C	-9
108	COc1ccc2nc(N3CCCC(C(=O)NCCCN4CCN(C)CC4)C3)sc2c1 (configuration not stated)	-17
109	C=CCn1c(SCc2ccc(OC)cc2)nnc1-c1cccnc1	-4
110	CCn1cc(C(=O)NCc2ccco2)c(=O)c2cc(S(=O)(=O)N3CCc4ccccc4C3)ccc21	2

Next part.
no.	compound	RAD54 branch
111	CC(=O)Nc1ccc2nc(C3CCCCC3)[nH]c2c1	1
112	CCn1c2ccccc2c2cc(/C=N/NC(=O)c3ccccc3)ccc21	2
113	CC1(C)C(c2ccccn2)=[N+]([O-])C(C)(C)N1O	5
114	CCCNC(=O)c1cc(S(=O)(=O)N2CCCCC2)c[nH]1	-1
115	COc1ccc(-n2c(C)nc3cc(C(=O)O)ccc32)cc1	7
116	Cc1ccccc1C(=O)OCCCN=C1NS(=O)(=O)c2ccccc21	-3
117	Cc1nnc(SCC(=O)Nc2ccc(Oc3ccccc3)cc2)n1N	-5
118	COc1ccc(S(=O)(=O)N2CCCC(C(=O)N3CCN(C)CC3)C2)cc1C (configuration not stated)	0
119	CC1=C(C(=O)Nc2ccccc2)C(c2ccncc2)C(C#N)=C(SCC(=O)Nc2ccccc2)N1 (configuration not stated)	-16
120	Cc1sc(Nc2ccc([N+](=O)[O-])cc2)nc1-c1c(C)n(C)n(-c2ccccc2)c1=O	-7

Additional structures:
no.	compound	RAD54 branch
121	COc1ccccc1NC(=O)C(Cc1ccc(Cl)cc1)c1nn[nH]n1 (configuration not stated)	9
122	O=C(Cc1cccs1)NNC(=S)NCc1ccc(Cl)cc1	-1
123	CC(NC(=O)c1ccc(N2CCNCC2)c([N+](=O)[O-])c1)C12CC3CC(CC(C3)C1)C2 (configuration not stated)	9
124	Nc1c(C(=O)NCCN2CCOCC2)c2nc3ccccc3nc2n1-c1ccccc1	52*
125	COc1ccc(-c2oc(NC(=O)c3ccc(C)cc3)c(C#N)c2-c2ccc(OC)cc2)cc1	0
126	O=C(CSc1nc(C2CC2)nc2sc3c(c12)CCCC3)NCc1ccco1	-4
127	CCCCNC(=O)CSc1nc2cc(OC)c(OC)cc2c(=O)n1Cc1ccc(OC)cc1	2
128	Cc1cc(N/C(=N\S(=O)(=O)c2ccc(F)cc2F)c2ccccc2)no1	-2
129	CC(=O)N1CCN(C(=S)c2ccc(-c3ccc(Cl)cc3)o2)CC1	9
130	CC(=O)Nc1nnc(SCc2ccc(F)cc2)s1	-8

Other entries follow:
no.	compound	RAD54 branch
131	Cc1ccc(N2CC(C(=O)Nc3ccccc3C(=O)NC3CCCCC3)CC2=O)cc1C (configuration not stated)	-10
132	COc1ccc(-c2nnc(SC)n2C)cc1	-4
133	CCOc1ccc(S(=O)(=O)NCCC(=O)NCc2ccco2)cc1	-1
134	O=C(NCc1cccnc1)c1cc(S(=O)(=O)N2CCCCC2)ccc1Cl	-13
135	COc1ccccc1NS(=O)(=O)c1cccc(C(=O)NC2CCN(Cc3ccccc3)CC2)c1	-2
136	CC1CCCCN1C(=O)CSc1nnc(-c2cccnc2)n1C1CCCCC1 (configuration not stated)	3
